Source: PubChem BioAssay (National Center for Advancing Translational Sciences (NCATS))
Tb PFK inh: blocks T. brucei phosphofructokinase; O15648; T. brucei PFK, ADP-Glo luminescence; Potency, µM (doses to about 57.5 µM), for inactives: at the highest dose activity, negative = inhibition, actives largely listed as inhibitors; 330,000 compounds, 0.17% hits; AID 485367;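 also: potency is read from the fitted curve at half-maximal effect; 0% = uninhibited 1x PFK enzyme wells and -100% = no-enzyme wells; nearly all actives have a fitted effect of over 60% in size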
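1.25 nM PFK with 0.5 mM F6P and 0.1 mM ATP in 0.1 M TEA pH 8.0, 5 mM MgCl2, incubated 45 min at room temperature; ADP measured by ADP-Glo luminescence; compounds titrated up to 57 uM.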
uPA surface inh: inhibitors of cell surface uPA generation; Potency, µM (titrated, usually from 38.3 µM), for inactives: top-dose activity change, negative = inhibition, most hits filed as inhibitors; 330,000 compounds, 0.31% hits; cell surface uPA generation assay, qHTS; active = well fitted inhibition curve with a large enough effect; inconclusive = small, poorly fitted or top-dose-only effect; inactive = no such curve, though single readings can be large or run the other way; tested in mouse RAW 264.7 cells; also: potency is read from the fitted curve at half-maximal effect; % is scaled to controls: 0 for no effect and ±100 for the full control effect; nearly all actives have a fitted effect of over 55% in size
USP2a inh: inhibitors of human ubiquitin-specific protease USP2a; Potency, µM (highest dose often 38.3 µM), for inactives: at the highest dose activity change, negative = inhibition, actives largely listed as inhibitors; 330,000 compounds, 0.01% hits; USP2 core, Ub-CHOP2 coupled fluorogenic reporter, 485/531;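 also: potency is read from the fitted curve at half-maximal effect; plate controls were DMSO wells for no effect and full inhibition by NEM control for full effect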
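Deubiquitinase activity read as fluorescence (485/531 nm) after Ub-CHOP2 cleavage activates the enterokinase reporter on its substrate; USP2 core 10nM, Ub-CHOP2 and substrate 25nM each, 30min compound preincubation then 60min RT; data normalized to NEM, curves fitted.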
TCR act: activates T cell receptor signaling. primary human leukocytes, anti-CD3, IL-2 HTRF, 48 h. Potency, µM (titrated, usually from 9.22 µM), without a hit: at the highest dose activation of IL-2 secretion, actives largely listed as activators. 330,000 tested, under 10 active. AID 504894; also: % of control where 0% means no effect
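48 hr co-incubation of compounds, a-CD3 beads and primary human leukocytes; IL-2 quantified homogeneously by HTRF with anti-IL-2 K and d2 conjugates.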
ELG1 DNA repair: ELG1-dependent DNA repair inhibition; HEK293T ELG1-luciferase reporter, luminescence, 16 h; DNA damage induced by 5-fluorouridine; Potency, µM (series often up to 46.1 µM), for inactives: at the highest dose activity change, negative = inhibition, usual class: inhibitors; 330,000 compounds, 2.3% hits; AID 504467; also: potency is read from the fitted curve at half-maximal effect; % is scaled to controls: 0 for no effect and ±100 for the full control effect; nearly all actives have a fitted effect of over 55% in size
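5-Fluorouridine DNA damage + compound/DMSO, 2,000 cells/well, 16 h, 37 °C/5% CO2. ONE-Glo, 30 min RT, luminescence. Readout = decrease in reporter signal.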
Mito fusion act: mitochondrial division inhibition or fusion activation. S. cerevisiae fusion-defective mutant growth rescue, CellTiterGlo 48 h. Potency, µM (doses to about 46.1 µM), for the others: top-dose growth rescue (activation), hits mostly activators. 320,000 compounds, 0.23% hits;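 also: potency is read from the fitted curve at half-maximal effect; % of control where 0% means no effect; nearly all actives have a fitted effect of over 45% in size; temperature-sensitive fusion mutants such as fzo1-1 at 37 °C on non-fermentable ethanol glycerol medium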
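Compounds are tested for their ability to restore growth of mitochondrial fusion-defective yeast strains at non-permissive 37C in YPEG medium over 48 hours. Viability is quantified by luciferase luminescence.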
Eya2 phos inh: inhibitors of human Eya2 phosphatase activity; AID 488837; 330,000 compounds, 0.006% hits; recombinant Eya2, OMFP fluorescence dephosphorylation (OMFP is methylfluorescein phosphate); Potency, µM (doses to about 76.9 µM), for the others: top-dose activity, negative = inhibition, usual class: inhibitors; also: potency is read from the fitted curve at half-maximal effect; % is scaled to controls: 0 for no effect and ±100 for the full control effect
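Eya2 (0.2 uM) preincubated 10 min at ambient with compound, then OMFP substrate added at 50 uM; 10 min reaction in 50 mM HEPES pH 7.5, 50 mM NaCl, 5 uM MgCl2, 0.05% BSA, 1 mM DTT. Fluorescence read at Ex 485/Em 525 nm.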
TSG101-PTAP inh: blocks PTAP/TSG101 interaction to inhibit HIV-1 budding | Fluorescence polarization, FITC-PTAP peptide / Tsg101 binding | 340,000 tested, under 10 active | Potency, µM (titrated, usually from 115 µM), for the others: at the top dose activity change, negative = inhibition, hits mostly inhibitors; active = well fitted inhibition curve with a large enough effect in the main read-out, with a control signal flat, not every such curve was filed as active; inconclusive = small, poorly fitted or top-dose-only effect, or effect the other way, or a change in a side signal; inactive = no such curve, though single readings can be large or run the other way; also: potency is read from the fitted curve at half-maximal effect; % of control where 0% means no effect
Target sequence (Q99816 whole entry, looked up): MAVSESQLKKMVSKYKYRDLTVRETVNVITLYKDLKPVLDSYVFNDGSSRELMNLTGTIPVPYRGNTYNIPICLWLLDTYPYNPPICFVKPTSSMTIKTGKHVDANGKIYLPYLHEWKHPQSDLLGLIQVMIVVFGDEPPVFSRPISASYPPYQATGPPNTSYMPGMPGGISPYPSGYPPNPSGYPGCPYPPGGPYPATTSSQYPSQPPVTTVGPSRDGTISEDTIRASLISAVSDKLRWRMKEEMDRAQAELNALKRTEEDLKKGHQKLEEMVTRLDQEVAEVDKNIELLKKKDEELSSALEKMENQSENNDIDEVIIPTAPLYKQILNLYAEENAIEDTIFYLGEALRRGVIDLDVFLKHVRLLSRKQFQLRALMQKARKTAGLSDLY
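Tsg101 binding domain (10 uM final) was mixed with compound and a FITC-labeled PTAP peptide (50 nM final) in HEPES pH 7.5 buffer with NaCl, Tween 20, EDTA and TCEP; fluorescence polarization was read after 20 min at r.t.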
BCR signal inh: chronic active BCR signaling inhibition; ABC-DLBCL IkBa-CBG/CBR reporter, luminescence ratio, 4 h; Potency, µM (titrated, usually from 46.1 µM), for inactives: at the highest dose ratio change, negative = lower green/red ratio, most hits filed as inhibitors; 340,000 compounds, 0.05% hits; AID 493014; active = well fitted inhibition curve with a large enough effect in the signal ratio, with a control signal flat, not every such curve was filed as active; inconclusive = small, poorly fitted or top-dose-only effect, or effect the other way, or a change in a side signal; the % refers to the signal ratio;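 also: potency is read from the fitted curve at half-maximal effect; plate controls were basal doxycycline-induced cells for no effect and cells given 10 µM MG132 for full effect; MG132 reads +100%, hits lower the ratio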
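Concentration-response series (up to 46 uM) were applied to TMD8 dual-reporter cells for 4 h at 37C with doxycycline. Green/red ratio, after filter-overlap correction, defined %Activity; red signal alone was normalised to basal cells and zero luminescence.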
B2AR arrestin: recruits beta-arrestin to the human beta2-adrenergic receptor; AID 492947; beta-arrestin recruitment to beta2AR, cell-based reporter; P07550; 330,000 compounds, 0.02% hits; Potency, µM (doses to about 46.1 µM), without a hit: at the top dose activation, actives largely listed as activators;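 also: potency is read from the fitted curve at half-maximal effect; 0% = DMSO controls and full agonism = EC100 isoproterenol or metaproterenol; nearly all actives have a fitted effect of over 65% in size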
Target sequence (P07550 whole entry, looked up): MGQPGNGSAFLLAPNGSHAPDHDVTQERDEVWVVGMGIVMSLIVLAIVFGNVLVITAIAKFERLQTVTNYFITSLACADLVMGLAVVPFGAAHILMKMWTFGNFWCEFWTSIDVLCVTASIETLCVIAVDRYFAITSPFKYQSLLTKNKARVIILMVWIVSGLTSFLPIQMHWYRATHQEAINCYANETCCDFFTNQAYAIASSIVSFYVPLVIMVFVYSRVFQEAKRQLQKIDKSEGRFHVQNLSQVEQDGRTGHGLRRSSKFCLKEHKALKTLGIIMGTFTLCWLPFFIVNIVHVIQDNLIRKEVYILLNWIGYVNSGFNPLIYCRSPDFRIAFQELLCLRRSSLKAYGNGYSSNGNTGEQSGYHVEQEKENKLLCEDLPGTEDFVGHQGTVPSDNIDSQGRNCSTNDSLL
TSHR antag: blocks TSH signaling through the human TSH receptor. AID 504810. TSHR-expressing cells, TSH-stimulated cAMP HTRF, 2 h; stronger effect = lower value. 330,000 compounds, 0.2% hits. P16473. activity change, negative = inhibition, % at 11.5 µM;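 active = activity change below a set negative limit, meaning inhibition stronger than a set level, cut at about -70% in these data; inconclusive = activity change between two set negative limits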; also: % is scaled to controls: 0 for no effect and ±100 for the full control effect
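Cell-based HTRF cAMP assay; TSHR cells + compound, TSH EC80 (4nM final), 2 h, 37 deg C. Lysis with anti-cAMP cryptate and cAMP-d2, 30 min RT, read 665/620 nm.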
An asterisk follows results filed as active; ? = inconclusive; nt = not tested or not shown; [ ] = another dose, or the depositor's remark. Unless noted, calls follow the shape of the dose curve; as a rule, active = well fitted curve in the direction sought with a large enough effect; inconclusive = small, poorly fitted or top-dose-only effect, or another doubt; inactive = no such curve, though single readings can be large; an effect the other way counts as inactive or inconclusive.

SMILES | Tb PFK inh | uPA surface inh | USP2a inh | TCR act | ELG1 DNA repair | Mito fusion act | Eya2 phos inh | TSG101-PTAP inh | BCR signal inh | B2AR arrestin | TSHR antag
COc1cc(C(CCN2CCCC2)c2c(OC)cc(OC)c3c(-c4ccccc4)cc(=O)oc23)cc(OC)c1OC (configuration not stated) | 3% | -15% | 0% | -36% | 6% | 2% | -4% | -2% | -12% | 0.1% | -9
Cc1cc(C)cc(NC(=O)CSc2nnc(Cc3cccn3C)n2-c2ccc(F)cc2)c1 | -14% | 7% | -7% | 6% | -16% | 9% | 2% | -5% | 6% | -1.9% | -1
COc1cc2nc(COc3ccc(C#N)cc3)n(CC#N)c(=O)c2cc1OC | -25% | -4% | 0% | -1% | ? | -8% | -4% | -4% | ? | 0.3% | 0
CCC1(C)Cc2c(sc3nnn(CC(=O)Nc4cccc5ccccc45)c(=O)c23)CO1 (configuration not stated) | 5% | 0% | 0% | nt | ? | -1% | -35% | -1% | ? | -0.3% | -4
CCOc1ccc2nc(COC(=O)c3cccc([N+](=O)[O-])c3)c(C(C)=O)[n+]([O-])c2c1 | 0% | 10% | 0% | 7% | 12% | -1% | -1% | 1% | 0% | 0.1% | 2
Nn1c(SCC(=O)N2CCOCC2)nnc1C1CC1 | -1% | 0% | 1% | -2% | 1% | -1% | -1% | -2% | 2% | -0.2% | -11
CC1CCC2C(=O)N(c3cc(Cl)ccc3OC(=O)c3ccco3)C(=O)C2C1 (configuration not stated) | 2% | -2% | 1% | 1% | 7% | -25% | -1% | -6% | 9% | 0.3% | -2
CC1CN(C(=O)C(Sc2ccccc2)c2ccccc2)CC(C)O1 (configuration not stated) | -1% | 1% | 2% | -9%[46.1 µM] | -6% | -1% | 8% | -3% | -7% | -0.4% | 7
COc1ccc(CCNC(=O)CC2SC(=Nc3cc(C)cc(C)c3)NC2=O)cc1OC (configuration not stated) | 0% | -1% | 1% | -2% | 2% | 3% | -1% | 2% | -2% | -0.6% | 5
CCN(CC)CCCN1C(=O)c2oc3ccccc3c(=O)c2C1c1cccs1 (configuration not stated) | -2% | nt | -1% | nt | 21% | 3% | 12% | nt | 0% | -0.1% | -3
CC1=CC(=C(C#N)C#N)C=C(C)N1CCN1CCN(C(=O)Nc2cccc(Cl)c2)CC1 | 11% | -4% | 6% | -2% | ? | -3% | -4% | -3% | 7% | -0.5% | -12
Cc1cccc(Cn2c(C(=O)OC(C)C)cc3c2ccn3C)c1 | 1% | 8% | 1% | 3% | -2% | 5% | -8% | 1% | ? | 0.1% | -9

6 compounds out of the list above, ordered by their value in TCR act, high to low.
SMILES | TCR act
CCOc1ccc2nc(COC(=O)c3cccc([N+](=O)[O-])c3)c(C(C)=O)[n+]([O-])c2c1 | 7%
Cc1cc(C)cc(NC(=O)CSc2nnc(Cc3cccn3C)n2-c2ccc(F)cc2)c1 | 6%
Cc1cccc(Cn2c(C(=O)OC(C)C)cc3c2ccn3C)c1 | 3%
CC1CCC2C(=O)N(c3cc(Cl)ccc3OC(=O)c3ccco3)C(=O)C2C1 (configuration not stated) | 1%
COc1cc2nc(COc3ccc(C#N)cc3)n(CC#N)c(=O)c2cc1OC | -1%
Nn1c(SCC(=O)N2CCOCC2)nnc1C1CC1 | -2%

(continued)
SMILES | Tb PFK inh | uPA surface inh | USP2a inh | TCR act | ELG1 DNA repair | Mito fusion act | Eya2 phos inh | TSG101-PTAP inh | BCR signal inh | B2AR arrestin | TSHR antag
Cc1ccccc1CC1(CO)CCCN(C(=O)CCCN2CCCCC2=O)C1 (configuration not stated) | -2% | 3% | 0% | -6% | 13% | -2% | 0% | -2% | -4% | -0.5% | 16
O=C1/C(=C\c2ccncc2)CCc2ccccc21 | -22% | ? | 1% | -2% | ? | -27% | 5% | 0% | ? | 0.1% | -10
O=C(CN1C(=O)NC2(CCCc3ccccc32)C1=O)c1ccc(F)c(F)c1 (configuration not stated) | 11% | 3% | -1% | 1% | 10% | nt | 5% | -4% | ? | 0.4% | -16
CCOC(=O)N1CCC(N2CCN(Cc3ccc(F)c(F)c3)C(CCO)C2)CC1 (configuration not stated) | 2% | -1% | 2% | -8% | 12% | 5% | 9% | -3% | 0% | -0.2% | -4
COc1cc(-c2nc(-c3ccc(C)nc3OC)no2)cc(OC)c1OC | 23% | nt | 2% | nt | -5% | 0% | -10% | nt | -1% | -0.5% | -1
Cc1noc(C)c1COC(=O)c1cc(=O)[nH]c2ccccc12 | 3% | 3% | 5% | 3% | 10% | 1% | 3% | -4% | -8% | 3.9% | -9
COc1cccc(/C=N/NC(=O)C(C)n2nnc3ccccc32)c1 (configuration not stated) | 1% | 8% | -3% | -4%[46.1 µM] | 1% | -6% | -2% | -2% | -2% | -1.6% | -6
O=C(Nc1ccc(C(F)(F)F)cc1)C1CCN(S(=O)(=O)c2ccc(N3CCCC3=O)cc2)CC1 | 0% | 3% | 1% | -6% | ? | 6% | -2% | -3% | -7% | 0.3% | 39
O=c1oc2ccccc2n1CCCCCn1c(=O)oc2ccccc21 | 3% | 9% | 1% | 2% | 14% | 28% | 0% | -3% | 3% | 0.4% | -5
Cc1ccc([C@@H]2CC=C(C(=O)O)[C@H](c3cccc(Cl)c3)N2S(=O)(=O)c2ccccc2C)cc1 | 1% | -4% | -10% | -1% | 19% | nt | -8% | 1% | ? | 0.2% | -1
COc1ccc(CN2C(=O)c3cccnc3C2Nc2cc(Cl)c(OC)cc2OC)cc1 (configuration not stated) | ? | nt | 1% | -6% | 5% | 6% | -2% | -1% | 1% | 0.2% | -2
COc1ccc(CNn2cnnc2)c(O)c1 | 1% | 2% | 1% | -1% | 3% | 2% | -7% | 3% | 5% | 0.4% | -3

Filtered by structure, the entries above with a thiophene ring, fused or not (2)
SMILES | Tb PFK inh | uPA surface inh | USP2a inh | TCR act | ELG1 DNA repair | Mito fusion act | Eya2 phos inh | TSG101-PTAP inh | BCR signal inh | B2AR arrestin | TSHR antag
CCC1(C)Cc2c(sc3nnn(CC(=O)Nc4cccc5ccccc45)c(=O)c23)CO1 (configuration not stated) | 5% | 0% | 0% | nt | ? | -1% | -35% | -1% | ? | -0.3% | -4
CCN(CC)CCCN1C(=O)c2oc3ccccc3c(=O)c2C1c1cccs1 (configuration not stated) | -2% | nt | -1% | nt | 21% | 3% | 12% | nt | 0% | -0.1% | -3

(continued)
SMILES | Tb PFK inh | uPA surface inh | USP2a inh | TCR act | ELG1 DNA repair | Mito fusion act | Eya2 phos inh | TSG101-PTAP inh | BCR signal inh | B2AR arrestin | TSHR antag
NC(=O)C1CCCN(C(=S)Nc2ccccc2)C1 (configuration not stated) | -1% | 3% | -5% | -4% | 5% | -3% | -6% | 0% | 0% | -3.0% | 0
O=C(/C=C/c1c(Cl)cccc1Cl)N1CCOCC1 | -4% | 2% | 4% | nt | 15% | 5% | 9% | -6% | ? | 0.1% | 9
N#CCCN1CCCN(CCC#N)CCN(CCC#N)CCCN(CCC#N)CC1 | -2% | 2% | 4% | -5% | 0% | -4% | -1% | -9% | -2% | -0.4% | -1
CCOC(=O)N1CCN(c2ccc(C(=O)c3ccccc3)cc2F)CC1 | 0% | -5% | -4% | -1% | -12% | 9% | 0% | -1% | ? | -0.8% | -34
Cc1ccc(CN2CCN(Cc3cccn3-c3ccc(Cl)cn3)CC2CCO)o1 (configuration not stated) | 4% | -3% | -1% | 3% | 6% | -6% | 18% | 0% | 7% | -1.1% | 3
O=S(=O)(O)c1nc2ccccc2n1Cc1ccc(Cl)cc1 | -3% | 0% | 0% | -7% | -3% | 0% | 0% | -7% | 1% | -0.6% | -4
C/C(=N\NC(=O)C1CC1)c1cccnc1 | -4% | -2% | 2% | -1%[46.1 µM] | 0% | -6% | -2% | -1% | 0% | -0.5% | 2
CC1CCCC(NC(=O)C2CCN(S(=O)(=O)N3CCOCC3)CC2)C1C (configuration not stated) | -3%[0.46 µM] | nt | -1% | 3% | -13% | -1% | -12% | -11% | -4% | -0.4% | 5
